LAP4 TOR yeast: yeast TOR pathway LAP4-GFP modulation. 320,000 compounds, 0.34% hits. S. cerevisiae LAP4-GFP multiplex, flow cytometry GFP, 3 h; median GFP as percent of DMSO wells. GFP response vs DMSO, % at 10 µM;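 active = GFP response vs DMSO above a set limit, about the screen mean plus 3 SD, cut at about 150% in these data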
MEP2 TOR yeast: modulators of TOR pathway MEP2-GFP in S. cerevisiae; S. cerevisiae MEP2-GFP strain, flow cytometry GFP, 3 h; 100% = DMSO control level; GFP response vs DMSO, % at 10 µM; 330,000 compounds, 0.51% hits; AID 2016;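 active = GFP response versus DMSO above a set limit, roughly screen mean plus 3 SD, cut at about 180% in these data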;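 note: median GFP fluorescence of the barcode-gated MEP2-GFP cells per well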
CIT2-GFP yeast: alters CIT2-GFP fluorescence in TOR pathway yeast screen. S. cerevisiae CIT2-GFP strain, flow cytometry, 3 h; 100 means same as DMSO wells. GFP response vs DMSO, % at 10 µM. 320,000 compounds, 0.065% hits. AID 2029;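 active = GFP response relative to DMSO above a set limit, near the screen mean plus 3 SD, cut at about 150% in these data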;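 note: ratio of well median GFP fluorescence to mean of DMSO wells on the plate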
RPL19A-GFP yeast: modulators of TOR pathway RPL19A-GFP in S. cerevisiae; S. cerevisiae RPL19A-GFP strain, flow cytometry, 3 h; active compounds read low; percent response vs DMSO, % at 10 µM; 330,000 compounds, 0.3% hits; AID 2025;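 active = percent response vs DMSO below 50%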;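 note: median channel GFP fluorescence of the barcoded RPL19A-GFP strain; ratio of sample median GFP to plate DMSO average so 100% = DMSO; lower means less RPL19A-GFP as with rapamycin TOR inhibition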
GRK2 aptamer HTS: human GRK2 inhibition via aptamer displacement; P25098; bead flow cytometry, FAM-aptamer displacement from GRK2; inhibition of aptamer binding, % at 10 µM; 330,000 compounds, 0.59% hits; AID 488847;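 active = inhibition of aptamer binding above 40%, roughly 3 SD of noise, on plates passing a quality check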;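 note: median bead fluorescence of bound FAM aptamer so fluorescent compounds give negative values; no value below 0 was filed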
Target sequence (P25098 whole entry, looked up): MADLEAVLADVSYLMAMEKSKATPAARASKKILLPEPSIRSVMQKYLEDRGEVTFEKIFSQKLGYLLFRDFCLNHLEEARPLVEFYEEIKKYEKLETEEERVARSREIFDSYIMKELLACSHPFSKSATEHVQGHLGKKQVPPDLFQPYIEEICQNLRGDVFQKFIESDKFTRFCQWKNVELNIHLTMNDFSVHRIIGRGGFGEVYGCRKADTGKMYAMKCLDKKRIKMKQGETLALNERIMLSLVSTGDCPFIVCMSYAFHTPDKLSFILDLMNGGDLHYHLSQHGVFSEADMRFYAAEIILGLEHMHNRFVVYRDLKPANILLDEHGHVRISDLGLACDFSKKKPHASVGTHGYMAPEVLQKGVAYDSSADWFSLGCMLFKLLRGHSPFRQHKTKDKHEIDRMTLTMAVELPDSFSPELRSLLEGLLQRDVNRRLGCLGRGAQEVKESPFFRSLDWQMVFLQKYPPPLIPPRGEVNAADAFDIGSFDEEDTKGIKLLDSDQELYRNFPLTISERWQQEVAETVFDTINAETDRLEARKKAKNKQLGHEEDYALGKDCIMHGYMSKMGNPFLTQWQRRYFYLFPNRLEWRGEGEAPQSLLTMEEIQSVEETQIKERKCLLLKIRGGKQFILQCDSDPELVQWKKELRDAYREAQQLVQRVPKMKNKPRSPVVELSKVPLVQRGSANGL
VLA-4 inh: inhibition in a human VLA-4 binding assay; 330,000 compounds, 0.2% hits; VLA-4 expressing cells, ligand binding flow cytometry; AID 2557; P13612; inhibition, % (about 7 µM as worked out from the volumes in the protocol); in the data active = inhibition above about 50%
CR mimetic SO: lowers age-related superoxide in aged yeast cells; S. cerevisiae aged cells, superoxide DHE fluorescence; active compounds read low; superoxide response (% of plate mean), % at 10 µM; 330,000 compounds, 0.18% hits; AID 2690;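 active = superoxide response under a set limit, about three screen SD below normal, cut at about 65% in these data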;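 note: yeast aged for seven days with compound at 30 °C before DHE staining; 100% = average MFI of all compound-treated wells on the plate with controls excluded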
AGP1 TOR yeast: modulators of TOR pathway AGP1-GFP in S. cerevisiae. S. cerevisiae AGP1-GFP multiplex flow cytometry, 3 h; GFP as percent of DMSO wells. GFP response vs DMSO, % at 10 µM. 320,000 compounds, 0.02% hits. AID 2066;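 active = GFP response relative to DMSO above a set limit, near screen average plus 3 SD, cut at about 150% in these data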;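 note: median GFP channel fluorescence of the gated AGP1 strain per well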
Numbers without * were called inactive.

For CCOc1ccc(S(=O)(=O)N/N=C(\C)c2ccc3c(c2)OCO3)cc1 the results were LAP4 TOR yeast 80, MEP2 TOR yeast 108, CIT2-GFP yeast 90, RPL19A-GFP yeast 116, GRK2 aptamer HTS 3, VLA-4 inh 4, CR mimetic SO 101 and AGP1 TOR yeast 98.
For Cc1ccc(C(=O)NCCc2ccc(S(N)(=O)=O)cc2)cc1[N+](=O)[O-] the results were LAP4 TOR yeast 96, MEP2 TOR yeast 102, CIT2-GFP yeast 99, RPL19A-GFP yeast 103, GRK2 aptamer HTS 6, VLA-4 inh -8, CR mimetic SO 96 and AGP1 TOR yeast 104.
For CC1=NN(c2cccc(Cl)c2)C(=O)C12CC(C)=C(C)CS2 (stereo unspecified) the results were LAP4 TOR yeast 96, MEP2 TOR yeast 87, CIT2-GFP yeast 84, RPL19A-GFP yeast 96, GRK2 aptamer HTS 1, VLA-4 inh 6, CR mimetic SO 88 and AGP1 TOR yeast 89.
O=Cc1cn(CC(=O)NCC2CCCO2)c2ccccc12 (stereo unspecified) was read as LAP4 TOR yeast 104, MEP2 TOR yeast 116, CIT2-GFP yeast 97, RPL19A-GFP yeast 93, GRK2 aptamer HTS 2, VLA-4 inh -3, CR mimetic SO 86 and AGP1 TOR yeast 101.
Screening O=C(CN1C(=O)C2CCCCN2C(=O)c2ccccc21)Nc1ccc(F)cc1 (stereo unspecified) returned LAP4 TOR yeast 93, MEP2 TOR yeast 98, CIT2-GFP yeast 103, RPL19A-GFP yeast 102, GRK2 aptamer HTS 0, VLA-4 inh 12, CR mimetic SO 96 and AGP1 TOR yeast 94.
Screening CCc1cc(C(=O)OC)c(N2C(=O)C3C4C=CC(C4)C3C2=O)s1 (stereo unspecified) returned LAP4 TOR yeast 95, MEP2 TOR yeast 97, CIT2-GFP yeast 94, RPL19A-GFP yeast 96, GRK2 aptamer HTS 0, VLA-4 inh 6, CR mimetic SO 116 and AGP1 TOR yeast 100.
Screening COc1cc(NC(=O)COC(=O)[C@@H]2CCCN2S(=O)(=O)c2ccc(Cl)cc2)cc(OC)c1OC returned LAP4 TOR yeast 100, MEP2 TOR yeast 106, CIT2-GFP yeast 103, RPL19A-GFP yeast 101, GRK2 aptamer HTS 1, VLA-4 inh 4, CR mimetic SO 108 and AGP1 TOR yeast 108.
Screening O=C(N/N=C/c1cc(Br)ccc1O)C(=O)Nc1ccccc1OC(F)(F)C(F)F returned LAP4 TOR yeast 113, MEP2 TOR yeast 113, CIT2-GFP yeast 100, RPL19A-GFP yeast 103, GRK2 aptamer HTS 0, CR mimetic SO 88 and AGP1 TOR yeast 102.
O=C(CSc1nnc2ccccn12)Nc1ccc2c(c1)OCO2 was read as LAP4 TOR yeast 96, MEP2 TOR yeast 106, CIT2-GFP yeast 101, RPL19A-GFP yeast 110, GRK2 aptamer HTS 3, VLA-4 inh 0, CR mimetic SO 122 and AGP1 TOR yeast 113.
Screening O=C(NCCOc1nc(N2CCCCC2)nc(N2CCOCC2)n1)Nc1ccccc1 returned LAP4 TOR yeast 103, MEP2 TOR yeast 111, CIT2-GFP yeast 103, RPL19A-GFP yeast 100, GRK2 aptamer HTS 0, VLA-4 inh 23, CR mimetic SO 100 and AGP1 TOR yeast 107.
For CCCCC1CCC(c2nc(-c3ccccn3)no2)CC1 (stereo unspecified) the results were LAP4 TOR yeast 106, MEP2 TOR yeast 103, CIT2-GFP yeast 104, RPL19A-GFP yeast 99, GRK2 aptamer HTS 0, VLA-4 inh 7, CR mimetic SO 100 and AGP1 TOR yeast 105.
For C=CCn1c(NCCOC)nc2c1c(=O)n(C)c(=O)n2C the results were LAP4 TOR yeast 100, MEP2 TOR yeast 110, CIT2-GFP yeast 94, RPL19A-GFP yeast 100, GRK2 aptamer HTS 0, VLA-4 inh 5, CR mimetic SO 121 and AGP1 TOR yeast 103.
Cc1cc(Nc2cc(C)on2)n2ncnc2n1 was read as LAP4 TOR yeast 99, MEP2 TOR yeast 106, CIT2-GFP yeast 111, RPL19A-GFP yeast 99, GRK2 aptamer HTS 2, VLA-4 inh -8, CR mimetic SO 111 and AGP1 TOR yeast 109.
Screening C=CCN1C(=O)c2ccc(C(=O)NCCOc3ccccc3F)cc2C1=O returned LAP4 TOR yeast 111, MEP2 TOR yeast 102, CIT2-GFP yeast 72, RPL19A-GFP yeast 99, GRK2 aptamer HTS 3, VLA-4 inh 29, CR mimetic SO 96 and AGP1 TOR yeast 88.
Cc1cc(C)c(S(=O)(=O)Nc2ncccc2C)c(C)c1 was read as LAP4 TOR yeast 95, MEP2 TOR yeast 104, CIT2-GFP yeast 103, RPL19A-GFP yeast 104, GRK2 aptamer HTS 1, VLA-4 inh 10, CR mimetic SO 106 and AGP1 TOR yeast 106.
For CCOc1ccc2c(c1)c1nc3ccccc3nc1n2C the results were LAP4 TOR yeast 84, MEP2 TOR yeast 99, CIT2-GFP yeast 87, RPL19A-GFP yeast 92, GRK2 aptamer HTS 2, VLA-4 inh 7, CR mimetic SO 101 and AGP1 TOR yeast 80.
Screening c1ccc(CNc2ccc3ccccc3n2)nc1 returned LAP4 TOR yeast 99, MEP2 TOR yeast 97, CIT2-GFP yeast 92, RPL19A-GFP yeast 92, GRK2 aptamer HTS 8, VLA-4 inh 10, CR mimetic SO 114 and AGP1 TOR yeast 86.
Screening Cc1cc(-c2ccc(C(C)C)c(S(=O)(=O)N3CCOc4ccccc43)c2)on1 returned LAP4 TOR yeast 92, MEP2 TOR yeast 103, CIT2-GFP yeast 98, RPL19A-GFP yeast 103, GRK2 aptamer HTS 0, VLA-4 inh 9, CR mimetic SO 103 and AGP1 TOR yeast 101.
Clc1ccc(OCCOCCOc2cccc3cccnc23)c(Br)c1 was read as LAP4 TOR yeast 91, MEP2 TOR yeast 83, CIT2-GFP yeast 77, RPL19A-GFP yeast 102, GRK2 aptamer HTS 0, VLA-4 inh 4, CR mimetic SO 108 and AGP1 TOR yeast 78.
N=c1sccn1CC(=O)Nc1cccc(S(=O)(=O)N2CCCCCC2)c1 was read as LAP4 TOR yeast 120, MEP2 TOR yeast 104, CIT2-GFP yeast 82, RPL19A-GFP yeast 92, GRK2 aptamer HTS 0, VLA-4 inh 2, CR mimetic SO 107 and AGP1 TOR yeast 99.
`CC(C)(C)c1ccc(C(=O)NCC(=O)N2CCNC(=O)C2)cc1` gave LAP4 TOR yeast 91, MEP2 TOR yeast 98, CIT2-GFP yeast 89, RPL19A-GFP yeast 84, GRK2 aptamer HTS 0, VLA-4 inh -4, CR mimetic SO 93 and AGP1 TOR yeast 77.
O=C(CCN1C(=O)C2CC=CCC2C1=O)Nc1cc(C(F)(F)F)ccc1N1CCCC1 (stereo unspecified) was read as LAP4 TOR yeast 103, MEP2 TOR yeast 100, CIT2-GFP yeast 91, RPL19A-GFP yeast 95, GRK2 aptamer HTS 3, VLA-4 inh 4, CR mimetic SO 102 and AGP1 TOR yeast 104.
Screening COc1cc(CNC2CCCCCCC2)ccc1OCC(N)=O returned LAP4 TOR yeast 106, MEP2 TOR yeast 100, CIT2-GFP yeast 106, RPL19A-GFP yeast 103, GRK2 aptamer HTS 0, VLA-4 inh 3, CR mimetic SO 102 and AGP1 TOR yeast 106.
For COCCN(CC1CCCN(C2Cc3ccccc3C2)C1)C(=O)CSC (stereo unspecified) the results were LAP4 TOR yeast 103, MEP2 TOR yeast 108, CIT2-GFP yeast 105, RPL19A-GFP yeast 104, GRK2 aptamer HTS 3, VLA-4 inh -7, CR mimetic SO 112 and AGP1 TOR yeast 136.
CCN(C(=O)c1ccc(Br)o1)C1CCS(=O)(=O)C1 (stereo unspecified) was read as LAP4 TOR yeast 89, MEP2 TOR yeast 101, CIT2-GFP yeast 95, RPL19A-GFP yeast 96, GRK2 aptamer HTS 0, VLA-4 inh 1, CR mimetic SO 99 and AGP1 TOR yeast 95.
Clc1ccc(OCc2nc(-c3ccncc3)no2)c(Br)c1 was read as LAP4 TOR yeast 122, MEP2 TOR yeast 101, CIT2-GFP yeast 95, RPL19A-GFP yeast 93, GRK2 aptamer HTS 0, VLA-4 inh 17, CR mimetic SO 97 and AGP1 TOR yeast 92.
Nc1nc(SCC(=O)Nc2ccc([N+](=O)[O-])cc2)[nH]c(=O)c1NC(=O)c1ccc(Br)cc1 was read as LAP4 TOR yeast 95, MEP2 TOR yeast 96, CIT2-GFP yeast 106, RPL19A-GFP yeast 100, GRK2 aptamer HTS 0, VLA-4 inh 4, CR mimetic SO 107 and AGP1 TOR yeast 101.
For COc1ccc(CCNC(=O)CN(C)S(=O)(=O)c2ccc3nc(C)sc3c2)cc1OC the results were LAP4 TOR yeast 96, MEP2 TOR yeast 91, CIT2-GFP yeast 91, RPL19A-GFP yeast 90, GRK2 aptamer HTS 3, VLA-4 inh 5, CR mimetic SO 110 and AGP1 TOR yeast 100.
Cc1cc(C)c(OCCOCCN(C)C)c(Br)c1 was read as LAP4 TOR yeast 88, MEP2 TOR yeast 96, CIT2-GFP yeast 95, RPL19A-GFP yeast 99, GRK2 aptamer HTS 1, VLA-4 inh 1, CR mimetic SO 91 and AGP1 TOR yeast 95.
For O=C(CCC1N=C2c3ccccc3N=C(SCC(=O)NCC3CCCO3)N2C1=O)NCc1ccc(F)cc1 (stereo unspecified) the results were LAP4 TOR yeast 98, MEP2 TOR yeast 98, CIT2-GFP yeast 102, RPL19A-GFP yeast 98, GRK2 aptamer HTS 0, VLA-4 inh -4, CR mimetic SO 99 and AGP1 TOR yeast 102.
`CC/C(=N/Nc1ccccc1C)c1cnnc(SC)n1` gave LAP4 TOR yeast 99, MEP2 TOR yeast 98, CIT2-GFP yeast 94, RPL19A-GFP yeast 103, GRK2 aptamer HTS 0, VLA-4 inh 0, CR mimetic SO 116 and AGP1 TOR yeast 96.
Cc1onc(-c2c(F)cccc2Cl)c1C(=O)OCC(=O)NC(=O)NCC(C)C was read as LAP4 TOR yeast 100, MEP2 TOR yeast 98, CIT2-GFP yeast 103, RPL19A-GFP yeast 100, GRK2 aptamer HTS 4, VLA-4 inh -5, CR mimetic SO 91 and AGP1 TOR yeast 103.
Cc1cc2cc(CN(Cc3cccs3)Cc3nnnn3CC3CCCO3)c(=O)[nH]c2cc1C (stereo unspecified) was read as LAP4 TOR yeast 95, MEP2 TOR yeast 99, CIT2-GFP yeast 95, RPL19A-GFP yeast 92, GRK2 aptamer HTS 0, VLA-4 inh 10, CR mimetic SO 102 and AGP1 TOR yeast 96.
For CC1CN(CCn2cnc3c(N)ncnc32)CC(C)O1 (stereo unspecified) the results were LAP4 TOR yeast 99, MEP2 TOR yeast 90, CIT2-GFP yeast 100, RPL19A-GFP yeast 96, GRK2 aptamer HTS 2, VLA-4 inh 11, CR mimetic SO 92 and AGP1 TOR yeast 103.

Sorted by formula weight (largest number first): three of the compounds above
For COc1ccc(CCNC(=O)CN(C)S(=O)(=O)c2ccc3nc(C)sc3c2)cc1OC the results were LAP4 TOR yeast 96, MEP2 TOR yeast 91, CIT2-GFP yeast 91, RPL19A-GFP yeast 90, GRK2 aptamer HTS 3, VLA-4 inh 5, CR mimetic SO 110 and AGP1 TOR yeast 100.
CCN(C(=O)c1ccc(Br)o1)C1CCS(=O)(=O)C1 (stereo unspecified) was read as LAP4 TOR yeast 89, MEP2 TOR yeast 101, CIT2-GFP yeast 95, RPL19A-GFP yeast 96, GRK2 aptamer HTS 0, VLA-4 inh 1, CR mimetic SO 99 and AGP1 TOR yeast 95.
For CC1CN(CCn2cnc3c(N)ncnc32)CC(C)O1 (stereo unspecified) the results were LAP4 TOR yeast 99, MEP2 TOR yeast 90, CIT2-GFP yeast 100, RPL19A-GFP yeast 96, GRK2 aptamer HTS 2, VLA-4 inh 11, CR mimetic SO 92 and AGP1 TOR yeast 103.
